Screening data deposited in PubChem by several laboratories.
KLK7 zymogen act = activates the human kallikrein-7 zymogen. 370,000 tested, 0.9% active. activation, % at 7 µM. P49862. purified proKLK7, EDANS-DABCYL substrate fluorescence; 100% is mature enzyme control, 0% vehicle;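 active = activation above the mean of all tested compounds plus 3 SD, computed per campaign excluding outliers beyond control limits, cut at about 13% in these data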
ARFGAP1 inhibitor = rat ARFGAP1 inhibition; Q62848; Arfgap1-stimulated ARF1 GTP hydrolysis, GDP FP detection; inhibition, % at 16.5 µM; 360,000 tested, 0.26% active; AID 651572;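 active = inhibition above a per-plate limit, mean inhibition of low control wells plus 3 SD, cut at about 25% in these data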;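 also: 0% = DMSO wells with enzyme and 100% = wells lacking Arfgap1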
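System: truncated rat Arfgap1 GAP domain / Medium: HEPES-based buffer, pH 7.5 / Also added: N-terminally truncated human ARF1-GTP substrate / Incubation: enzyme reaction 120 min at 25 °C after 20 min preincubation / Measured by: FP of antibody-bound GDP Alexa 633 tracer, ex 620/em 688 nm / Replicates: singlicate, each compound tested once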
ASAP1 inh = ASAP1 ArfGAP inhibition; Q9ULH1; ASAP1-stimulated ARF1 GTP hydrolysis, GDP FP detection; 360,000 tested, 0.19% active; inhibition, % at 16.5 µM; in the data active = inhibition above about 25%;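 also: 0% = vehicle with enzyme and substrate and 100% = no enzyme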
GC-A act = GC-A (human) enzyme activation | AID 1671463 | activation, % at 10 µM | 370,000 tested, 0.14% active | HEK293 GC-A cells, cGMP TR-FRET, EC30 ANP; 0% at EC30 ANP, 100% saturating ANP; in the data active = activation above about 40%
FXN GAA850 act = increases GAA850 frataxin promoter reporter activity. HEK293 lucGAA850 FXN promoter luciferase reporter, 24 h; percent of 10 µM SAHA response. activation, % at 6 µM. 360,000 tested, 0.56% active;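 active = activation above the average of all compounds screened plus 3 SD, cutoff fixed separately per campaign, cut at about 7.5% in these data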;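 also: 0% = DMSO wells and 100% = 10 µM SAHA wells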
rCAG binder = r(CAG) repeat RNA binding. TO-PRO-1 dye displacement fluorescence. inhibition, % at 3 µM. 370,000 tested, 1.3% active;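 active = inhibition above the plate cutoff, the mean of all test compounds on that plate plus 3 SD, cut at about 35% in these data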;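 also: 0% = DMSO alone and 100% = 100 µM mitoxantrone as full dye displacement; higher means more dye released from RNA so lower well fluorescence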
GC-B act = GC-B (human) receptor activation; HEK293-GC-B cells, CNP EC30, cGMP TR-FRET; 0% at EC30 CNP, 100% saturating CNP; AID 1920062; activation, % at 10 µM; 370,000 tested, 0.11% active; P20594;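 active = activation at 10 µM reaching about 35% in either raw or pattern-adjusted values, limit read from the data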
sPLA2-III inh = Inhibits HGIII-sPLA2 liposome hydrolysis, primary screen. AID 743126. inhibition, % at 12.2 µM. QFRET BODIPY PC-A2 liposome hydrolysis, fluorescence. 370,000 tested, 0.56% active;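 active = inhibition above mean plus 3 SD of compounds lying within the high and low control bounds, cut at about 19% in these data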;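 also: 0% = median of test compound wells and 100% = no enzyme DMSO wells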
Target sequence (Q9NZ20 whole entry, looked up): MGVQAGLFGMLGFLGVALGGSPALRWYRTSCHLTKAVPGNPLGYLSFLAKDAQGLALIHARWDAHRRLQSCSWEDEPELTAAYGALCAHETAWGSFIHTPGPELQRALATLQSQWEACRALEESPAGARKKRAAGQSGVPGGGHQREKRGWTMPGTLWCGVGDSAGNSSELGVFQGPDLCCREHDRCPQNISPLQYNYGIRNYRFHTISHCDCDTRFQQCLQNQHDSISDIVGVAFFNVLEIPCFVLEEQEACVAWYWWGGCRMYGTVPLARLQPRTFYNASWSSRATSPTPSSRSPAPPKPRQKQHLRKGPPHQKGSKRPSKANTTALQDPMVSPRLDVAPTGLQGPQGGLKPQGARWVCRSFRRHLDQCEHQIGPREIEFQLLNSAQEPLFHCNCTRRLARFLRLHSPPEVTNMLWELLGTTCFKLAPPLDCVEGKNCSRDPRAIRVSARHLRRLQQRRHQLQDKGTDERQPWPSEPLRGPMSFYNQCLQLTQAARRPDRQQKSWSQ
DDE Tn6 FP inh = disrupts Tn6 cyclic peptide binding to fibrin D-Dimer-E complex. Fibrin DD(E) TRITC-Tn6 fluorescence polarization displacement. 370,000 tested, 0.21% active. inhibition, % at 8.3 µM. AID 720509;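 active = inhibition above a per-campaign cutoff: mean of compounds within control limits plus 3 SD, cut at about 15% in these data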;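 also: 0% = median of all compound wells on the plate and 100% = blocking peptide control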
Target sequence (P02675 whole entry, looked up): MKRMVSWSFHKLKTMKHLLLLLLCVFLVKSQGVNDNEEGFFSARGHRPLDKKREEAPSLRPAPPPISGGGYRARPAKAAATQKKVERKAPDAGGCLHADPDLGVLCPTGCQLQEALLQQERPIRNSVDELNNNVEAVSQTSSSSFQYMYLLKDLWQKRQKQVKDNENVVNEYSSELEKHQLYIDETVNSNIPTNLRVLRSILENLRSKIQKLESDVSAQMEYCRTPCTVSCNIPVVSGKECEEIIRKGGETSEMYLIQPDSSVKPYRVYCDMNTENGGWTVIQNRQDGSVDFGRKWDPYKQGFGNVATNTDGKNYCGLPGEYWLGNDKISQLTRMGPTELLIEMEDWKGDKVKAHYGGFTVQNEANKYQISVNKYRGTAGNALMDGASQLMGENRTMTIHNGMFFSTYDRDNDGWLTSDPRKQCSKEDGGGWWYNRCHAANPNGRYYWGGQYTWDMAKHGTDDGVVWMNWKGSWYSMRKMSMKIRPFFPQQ
ADAM10 inh = ADAM10 inhibition, QFRET primary screen; recombinant ADAM10, EDANS/DABCYL FRET peptide cleavage, 3 h; inhibition, % at 7 µM; 370,000 tested, 0.62% active; AID 720582;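 active = inhibition above a per-campaign cutoff equal to the mean of compounds falling between control-based bounds plus 3 SD, cut at about 20% in these data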;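 also: 0% = DMSO wells while the 100% control is not disclosed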
* hit, by the source's call; i = inactive; · = not tested or not shown. An unsorted share of the library; about 4.5% have a hit in one of these screens.

1: S=c1[nH]nc(COc2ccccc2)n1/N=C/c1ccccc1Br
2: CCOc1ccc(C(=O)NCC(=O)N2CCC(C)CC2)cc1OCC
3: CC(C)[C@H]1COCCS(=O)(=O)N1Cc1cccc(Cl)c1
4: CNC(=O)c1ccsc1NC(=O)c1ccc(S(=O)(=O)N2CCOCC2)cc1
5: Cc1ccc(-c2csc3nc4ccc(C(=O)NCCO)cc4c(=O)n23)cc1

assay / entry	1	2	3	4	5
KLK7 zymogen act	0.1	-0.8	0.8	0.7	16*
ARFGAP1 inhibitor	-5	-4	0	-1	-1
ASAP1 inh	2	-2	0	-4	-1
GC-A act	-3	-1	-2	-1	0
FXN GAA850 act	2.8	0.8	0.1	-5.4	-1.8
rCAG binder	38*	-8	-5	5	5
GC-B act	-4	2	-1	3	-5
sPLA2-III inh	-6	6	-2	-1	6
DDE Tn6 FP inh	-5	-2	-3	-10	0
ADAM10 inh	3	-1	11	9	i

6: O=C(CN1CCN(c2ncc(C(F)(F)F)cc2Cl)CC1)NCCNc1ncc(C(F)(F)F)cc1Cl
7: O=C(COC(=O)c1ccccn1)NCc1ccccc1Cl
8: CCOC(=O)C1CSCCS(=O)(=O)N1Cc1ccc(Cl)cc1 (stereo not given)
9: COc1ccc(NS(=O)(=O)c2cc(NC(=O)c3ccncc3)ccc2N2CCOCC2)cc1
10: CN(C)S(=O)(=O)c1ccc(C(=O)N2CCCC2c2nc3ccccc3s2)cc1 (stereo not given)

assay / entry	6	7	8	9	10
KLK7 zymogen act	-0.1	-0.1	0.0	0.2	0.0
ARFGAP1 inhibitor	0	0	5	-2	-17
ASAP1 inh	-11	-11	1	12	6
GC-A act	-13	3	-4	-7	-5
FXN GAA850 act	-0.9	0.6	·	-1.0	-1.5
rCAG binder	0	-6	1	3	1
GC-B act	0	4	-2	-5	-4
sPLA2-III inh	17	17	-2	-3	-17
DDE Tn6 FP inh	-8	1	-3	1	-2
ADAM10 inh	-4	-11	4	10	4

11: COc1cccc(CNC(=O)c2ccc3c(c2)N(C)CCS3)c1OC
12: CCn1nc(C)cc1C(=O)N1CCCC(C(=O)c2ccccc2SC)C1 (stereo not given)
13: O=C(COC(=O)c1ccccc1Cl)NCc1ccco1
14: N#CCc1cccnc1Sc1ccc(Cl)cc1
15: COc1ccc(-n2ncc3c(N4CCC(C(N)=O)CC4)ncnc32)cc1

assay / entry	11	12	13	14	15
KLK7 zymogen act	38*	0.7	0.1	-0.3	0.4
ARFGAP1 inhibitor	-2	3	-5	1	11
ASAP1 inh	-11	4	-5	2	5
GC-A act	5	1	1	3	2
FXN GAA850 act	0.6	0.6	3.0	1.9	1.2
rCAG binder	4	-4	15	-2	-2
GC-B act	-8	9	0	-1	-5
sPLA2-III inh	8	3	8	-8	-3
DDE Tn6 FP inh	1	6	6	-1	7
ADAM10 inh	i	13	-10	-3	5

16: COc1ccc(NC(=O)NCc2ccc3c(c2)OCO3)c(OC)c1
17: O=S(=O)(Cc1cc(Sc2ccccc2)nc(-c2ccccc2)n1)c1ccccc1
18: COc1ccccc1CNS(=O)(=O)c1cc(C(=O)N(C)Cc2cccnc2)c(Cl)cc1Cl
19: O=C(N/C(=C\c1cccc([N+](=O)[O-])c1)C(=O)N1CCOCC1)c1ccco1
20: O=C(N/N=C/c1cn(-c2cccs2)nc1-c1ccccc1)c1ccccc1Br

assay / entry	16	17	18	19	20
KLK7 zymogen act	-0.9	0.3	-0.3	-0.3	-11
ARFGAP1 inhibitor	-2	8	-6	1	17
ASAP1 inh	10	15	8	1	2
GC-A act	4	-3	1	3	1
FXN GAA850 act	-0.7	1.2	0.1	1.3	2.5
rCAG binder	-3	3	4	1	22
GC-B act	0	-8	3	-5	-1
sPLA2-III inh	3	-6	3	1	-6
DDE Tn6 FP inh	0	1	8	0	-1
ADAM10 inh	-2	11	-9	-5	11

21: CN(C)CCN1C(=O)C(O)=C(C(=O)c2cc3ccccc3o2)C1c1ccc(N(C)C)cc1 (stereo not given)
22: CC(=O)Nc1ccc(NC(=O)C2CCN(S(C)(=O)=O)CC2)cc1
23: CCOC(=O)C1=C(N)Oc2c(oc(CO)cc2=O)C1c1c(F)cccc1Cl (stereo not given)
24: CC(C)CCC(O)(CCC(C)C)C(=O)NNc1ccccc1
25: C/C(=N\NC(=S)NCc1ccccc1)c1cccc(Br)c1

assay / entry	21	22	23	24	25
KLK7 zymogen act	0.6	-0.4	0.4	-0.5	-0.3
ARFGAP1 inhibitor	6	1	-4	10	-3
ASAP1 inh	-17	-8	-8	-1	9
GC-A act	4	-3	-3	-3	-7
FXN GAA850 act	-0.3	1.4	0.6	1.6	2.2
rCAG binder	5	2	0	0	7
GC-B act	-9	3	-1	0	-3
sPLA2-III inh	1	8	9	10	8
DDE Tn6 FP inh	-2	-1	9	-4	2
ADAM10 inh	-8	4	2	5	21*

26: CC(C)CN1CN2Cc3ccccc3C2CS1(=O)=O (stereo not given)
27: CC(C)[C@H]1COCCS(=O)(=O)N1Cc1ccccc1-c1cccc(Cl)c1
28: O=C(C1=C[C@H](c2ccc(C(F)(F)F)cc2)C[C@H](OCc2ccc(CO)cc2)O1)N1CCN(Cc2ccccc2)CC1
29: COc1cc(NC(=O)CCC(=O)Nc2ccc3nc(N4CCOCC4)cc(C)c3c2)cc(OC)c1OC
30: O=C(NCc1ccc(Cl)cc1)C1CCCN(c2ncnc3c2nc2n3CCCCC2)C1 (stereo not given)

assay / entry	26	27	28	29	30
KLK7 zymogen act	-0.5	0.5	-0.1	-0.2	0.2
ARFGAP1 inhibitor	·	5	-4	7	4
ASAP1 inh	·	0	7	10	-2
GC-A act	2	-11	-4	1	-9
FXN GAA850 act	·	-2.1	0.2	2.7	-1.7
rCAG binder	6	2	-5	-5	-2
GC-B act	4	-1	-4	-2	-4
sPLA2-III inh	17	-8	-10	1	4
DDE Tn6 FP inh	-3	-5	-5	-7	-3
ADAM10 inh	-10	13	13	-96	18

31: O=C(Nc1nnc(S(=O)(=O)N2CCOCC2)s1)c1ccccc1Br
32: COc1ccc(NC(C)C(=O)N/N=C/c2c(O)ccc3ccccc23)cc1 (stereo not given)
33: CC(=O)Nc1sc2c(c1-c1nc3ccccc3s1)CCN(C(C)=O)C2
34: N#Cc1ccccc1NC(=O)COC(=O)CCc1ccc(S(=O)(=O)N2CCCCC2)cc1
35: COc1ccc(Cl)c2sc(N3CCN(C(=O)c4ccco4)CC3)nc12

assay / entry	31	32	33	34	35
KLK7 zymogen act	0.2	-0.3	·	0.5	0.3
ARFGAP1 inhibitor	-11	2	·	-1	2
ASAP1 inh	9	10	·	0	-1
GC-A act	6	-3	-15	-2	-5
FXN GAA850 act	0.1	-0.2	·	1.1	3.4
rCAG binder	11	10	·	3	-4
GC-B act	4	-9	3	0	-4
sPLA2-III inh	-2	-8	-11	2	1
DDE Tn6 FP inh	-1	0	-2	10	1
ADAM10 inh	-2	-2	-179	10	-4

Compounds above that contain an aryl thioether with sulfur outside any ring (three):
12: CCn1nc(C)cc1C(=O)N1CCCC(C(=O)c2ccccc2SC)C1 (stereo not given)
14: N#CCc1cccnc1Sc1ccc(Cl)cc1
17: O=S(=O)(Cc1cc(Sc2ccccc2)nc(-c2ccccc2)n1)c1ccccc1

assay / entry	12	14	17
KLK7 zymogen act	0.7	-0.3	0.3
ARFGAP1 inhibitor	3	1	8
ASAP1 inh	4	2	15
GC-A act	1	3	-3
FXN GAA850 act	0.6	1.9	1.2
rCAG binder	-4	-2	3
GC-B act	9	-1	-8
sPLA2-III inh	3	-8	-6
DDE Tn6 FP inh	6	-1	1
ADAM10 inh	13	-3	11

Further structures follow:
36: Cc1ccccc1Nc1nc(N)nc(CN2CCN(Cc3ccc4c(c3)OCO4)CC2)n1
37: Cc1cccnc1NS(=O)(=O)c1cccc([N+](=O)[O-])c1
38: COc1ccccc1N1CCN(C(=O)c2oc3ccccc3c2C)CC1
39: CC[C@H](C)/C=C(C)/C=C/c1cc2c(cn1)C(=O)[C@@](C)(OC(C)=O)C(O)=C2Cl
40: CCOc1ccc2ccccc2c1CNCCCN1CCOCC1

assay / entry	36	37	38	39	40
KLK7 zymogen act	-0.5	-0.1	-1.2	86*	-1.3
ARFGAP1 inhibitor	4	-9	-3	-6	9
ASAP1 inh	6	-3	-2	-16	-10
GC-A act	-2	-2	-2	5	-2
FXN GAA850 act	-1.3	-2.8	-2.3	1.9	2.2
rCAG binder	-9	1	4	28	0
GC-B act	-2	4	-1	-5	2
sPLA2-III inh	1	1	2	2	5
DDE Tn6 FP inh	7	3	-6	0	-1
ADAM10 inh	-5	-2	13	-231	-9

41: CCCN(CCC)CCCNC(=O)c1nn(-c2cccc(OC)c2)c(=O)c2ccccc12
42: Cc1ccsc1/C=N/n1c(-c2cc(-c3ccccc3)n[nH]2)n[nH]c1=S
43: COc1cc(/C=C(\C#N)C(=O)Nc2cccnc2)ccc1OC(C)C
44: Cc1cc(NC(=O)CN2CCCC(C)C2)no1 (stereo not given)
45: CCSC1=NC(C)(C)C=C(/C=C/c2ccc(Cl)cc2Cl)N1

assay / entry	41	42	43	44	45
KLK7 zymogen act	-0.3	-0.1	-0.8	0.1	-0.8
ARFGAP1 inhibitor	5	2	20	12	-5
ASAP1 inh	-7	-15	7	-15	4
GC-A act	3	-5	4	1	7
FXN GAA850 act	-1.7	2.8	2.2	2.9	0.3
rCAG binder	-3	29	-4	-1	5
GC-B act	-5	-9	-1	3	-3
sPLA2-III inh	0	-10	1	6	0
DDE Tn6 FP inh	7	4	2	0	4
ADAM10 inh	-1	3	-15	-6	14

46: O=C(Nc1nnc(C2CC2)s1)c1cc(S(=O)(=O)N2CCN(c3ccccc3)CC2)ccc1Cl
47: Cn1c(=O)cc(OCCCC(=O)Nc2cc(-c3cn[nH]c3)ccn2)c2ccccc21
48: O=C(Nc1ccc2c(c1)OCO2)C(c1ccc(Cl)cc1)N1CCN(C(=O)c2ccco2)CC1 (stereo not given)
49: CCOc1ccc(CNC(=O)c2cccc(NC(=O)C3=C(C)OCCS3)c2)cc1

assay / entry	46	47	48	49
KLK7 zymogen act	0.3	·	0.7	0.5
ARFGAP1 inhibitor	3	·	-1	7
ASAP1 inh	7	·	16	1
GC-A act	1	-2	1	5
FXN GAA850 act	0.6	·	-2.0	-0.7
rCAG binder	25	·	-2	0
GC-B act	3	-2	-6	6
sPLA2-III inh	-5	-3	-16	2
DDE Tn6 FP inh	-8	4	0	-1
ADAM10 inh	5	0	6	7
